High-throughput results from PubChem.
VP16 counter – Gal4-VP16 reporter inhibition counter-screen; 3.5% of 310,000 active; AID 2546; Potency, µM (titrated, usually from 53.6 µM), for inactives: top-dose activity, negative = inhibition, actives largely listed as inhibitors; Drosophila S2 Gal4-VP16 UAS-luciferase, luminescence, 20 h;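 also: Gal4-VP16 expression switched on by copper sulfate through the metallothionein promoter; potency is read from the fitted curve at half-maximal effect; nearly all actives have a fitted effect of over 50% in size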
RORg inh – blocks mouse ROR gamma transcriptional activity; P51450; Potency, µM (top dose mostly 53.6 µM), for the others: at the top dose activity change, negative = inhibition, hits mostly inhibitors; Drosophila S2 Gal4-RORgamma UAS-luciferase reporter, 20 h; 5.4% of 310,000 active; also: potency is read from the fitted curve at half-maximal effect; nearly all actives have a fitted effect of over 60% in size
Target sequence (P51450 whole entry, looked up, the tested form may be a part): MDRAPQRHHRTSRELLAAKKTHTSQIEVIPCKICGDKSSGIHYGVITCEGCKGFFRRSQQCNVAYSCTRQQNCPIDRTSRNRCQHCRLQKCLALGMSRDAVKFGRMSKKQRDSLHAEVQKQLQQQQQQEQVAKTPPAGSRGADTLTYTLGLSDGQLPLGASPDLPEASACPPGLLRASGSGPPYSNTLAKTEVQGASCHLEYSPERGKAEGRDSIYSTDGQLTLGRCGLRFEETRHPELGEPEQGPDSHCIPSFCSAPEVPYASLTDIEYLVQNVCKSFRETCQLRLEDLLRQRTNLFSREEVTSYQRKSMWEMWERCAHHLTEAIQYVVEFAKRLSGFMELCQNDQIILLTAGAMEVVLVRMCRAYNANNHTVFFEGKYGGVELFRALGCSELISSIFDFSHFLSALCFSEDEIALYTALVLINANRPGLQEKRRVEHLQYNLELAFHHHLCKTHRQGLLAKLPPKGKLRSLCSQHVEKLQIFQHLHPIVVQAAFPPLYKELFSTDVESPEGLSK
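Drosophila S2 cells stably expressing Gal4-DBD/mouse RORγ fusion under metallothionein promoter plus UAS-luciferase; compound 1 h, then 700 uM CuSO4 induction for 20 h at ambient temperature; inhibition read as reduced luminescence.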
FBPA coupling cs – inhibits coupling enzyme system, counter-screen for aldolase hits; coupling enzyme system counterscreen, AmpLite Red fluorescence; activity change, negative = inhibition, % at 58.2 µM, hits read low; 0.67% of 290,000 active; in the data active = activity change below about -30%
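Final compound at 57.5 uM, incubated 10 min at RT with coupling enzyme reagent (glyceraldehyde-3-phosphate), then 20 min with substrate and AmpLite Red detection. Fluorescence read at 525/598 nm; tests interference with the coupling assay, not aldolase inhibition.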
* hit, by the source's call; ? = inconclusive; & = joins results of further samples; [ ] = another dose, or the depositor's remark. Unless noted, calls follow the shape of the dose curve; as a rule, active = well fitted curve in the direction sought with a large enough effect; inconclusive = small, poorly fitted or top-dose-only effect, or another doubt; inactive = no such curve, though single readings can be large; an effect the other way counts as inactive or inconclusive. % is scaled to controls: 0 for no effect and ±100 for the full control effect.

SMILES	VP16 counter	RORg inh	FBPA coupling cs
COc1ccc2[nH]cc(CC(N)C(=O)O)c2c1 (centres undefined)	-17%	0%	0
COC(=O)C1=C(C)N(Cc2ccccc2)C2=C3C(=O)CCCC3[C@@](O)(C(=O)OC)C(=O)N2C1c1ccccc1 (some centres undefined)	-11%&0%[10 µM]	2%&-2%[10 µM]	-1&-7
COc1cccc(Nc2ncc3nc(-c4ccc(Cl)cc4)c(=O)n(CCC#N)c3n2)c1	-11%	4%	1
C[C@H]1O[C@@H](n2cnc3c(N)ncnc32)C[C@@H]1OP(=O)(O)OP(=O)(O)OP(=O)(O)O	4%	-15%	5
CN(C)CCCSC(=N)N	4%	-5%	-1&0
CCNc1ncc2nc(-c3ccc(OC)cc3)c(=O)n(C[C@H]3CCCO3)c2n1	-4%	6%	1
c1ccc(COCCCc2cnc[nH]2)cc1	5%	-20%	5
COc1ccccc1-c1cc(=O)c2cccc(OC)c2o1	8%	10%	0
CCC1=C2CC[C@H]3C(=O)N(C)C(=O)[C@H]3[C@H]2[C@@]2(Cc3ccccc3)C(=NCC3CC3)OC(=O)N2C1=O	-6%	17%	2
COC(=O)CC1C2(C)CC34OC5(C)O[C@@]6(C7/C(=C(/O)C(C)C)C(=O)OC(c8ccoc8)[C@]7(C)C(OC(C)=O)C(OC(C)=O)[C@]6(O5)[C@@]13C)C(OC(C)=O)[C@]4(O)C2OC(=O)C(C)C (some centres undefined)	1%	15%	-1
N#Cc1cccc(-c2cncnc2-n2ccnc2)c1	14%	-19%	3
N=C(CC(O)COc1ccccc1-c1ccccc1)N1CCCCC1 (centres undefined)	-9%	-2%	1
O=C(Cc1ccccc1)Nc1nc2ccc(Cl)cc2c2nc(-c3ccco3)nn12	6%	-17%	1
CC12C=CC(=O)C=C1[C@@H](F)CC1C2C(O)CC2(C)C1CC[C@]2(O)C(=O)CO (some centres undefined)	4%	4%	2
C[C@@]12C=CC(=O)C=C1CC[C@H]1[C@H]3CC[C@](O)(C(=O)CO)[C@]3(C)CC(=O)[C@@H]12	1%[17 µM]	-12%[16.9 µM]	3
COC(=O)C/C=C\[C@@H](C)[C@@H](/C=N\OC[C@@H](C)[C@H](OCc1ccccc1)C(C)C)NS(=O)(=O)c1ccc(C)cc1	-7%[10 µM]	6%[10 µM]	3
COc1ccc(/C=C/N(CCc2ccc(OC)c(OC)c2)C(=O)c2ccccn2)cc1	5%[10 µM]	37%[10 µM]	-1
Cc1cnc(CNc2nc(-c3ccc4c(c3)OCO4)nc3ccccc23)cn1	-15%	33%	-4
C[C@@]12C=Cc3occc3[C@H]1CC[C@@]13C[C@@H](CC[C@H]12)[C@@](O)(CO)C3	3%	-40%	0
O=c1cc(-c2cccc(-c3ccc(C(F)(F)F)cc3)c2)c2cc3c(cc2o1)OCO3	-6%	-17%	-3

The final 4 entries of the section above open the next one:
SMILES	VP16 counter	RORg inh	FBPA coupling cs
COc1ccc(/C=C/N(CCc2ccc(OC)c(OC)c2)C(=O)c2ccccn2)cc1	5%[10 µM]	37%[10 µM]	-1
Cc1cnc(CNc2nc(-c3ccc4c(c3)OCO4)nc3ccccc23)cn1	-15%	33%	-4
C[C@@]12C=Cc3occc3[C@H]1CC[C@@]13C[C@@H](CC[C@H]12)[C@@](O)(CO)C3	3%	-40%	0
O=c1cc(-c2cccc(-c3ccc(C(F)(F)F)cc3)c2)c2cc3c(cc2o1)OCO3	-6%	-17%	-3
CC[C@H](C)[C@H](NC(=O)[C@H](C)NC(=O)CNC(=O)[C@H](CCCN=C(N)N)NC(=O)[C@H](C)NC(=O)[C@H](CC(C)C)NC(=O)[C@H](CCC(=O)O)NC(=O)[C@H](CC(C)C)NC(=O)[C@H](C)NC(=O)[C@@H](N)CCC(=O)O)C(=O)N[C@@H](Cc1ccccc1)C(=O)N[C@@H](CCC(N)=O)C(=O)N[C@@H](C)C(=O)O	4%	9%	-1
COc1ccc(NC(=O)N2CCCC3(CCNCC3)C2)cc1	-5%	-13%	0
Cc1c(C)c2c(c(C)c1O)CC[C@@](C)(CCC[C@@H](C)CCC[C@@H](C)CCCC(C)C)O2	-1%	-13%	-2&1
CSCC[C@@H]1NC(=O)[C@@H](NC(=O)[C@H](CCCNC(=N)N)NC(=O)[C@H](CC(C)C)NC(=O)[C@H](CCSC)NC(=O)[C@H](CC(=O)O)NC(=O)[C@H](Cc2ccccc2)NC(=O)[C@@H](N)CC(=O)O)CSSC[C@@H](C(=O)N[C@@H](Cc2c[nH]c3ccccc23)C(=O)N[C@@H](CCC(N)=O)C(=O)N[C@H](C(=O)O)C(C)C)NC(=O)[C@@H]2CCCN2C(=O)[C@H](CCCNC(=N)N)NC(=O)[C@H](Cc2ccc(O)cc2)NC(=O)[C@H](C(C)C)NC(=O)[C@H](CCCNC(=N)N)NC(=O)CNC(=O)[C@H](CC(C)C)NC1=O	2%	6%	1
CCCCCCCCC1OC1CCCCCCCC(=O)O (centres undefined)	-6%	18%	6
COc1ccc(-c2coc3ccc(OC4OC(COC(C)=O)C(OC(C)=O)C(OC(C)=O)C4OC(C)=O)c(OC(C)=O)c3c2=O)cc1 (centres undefined)	-4%	12%	0
C=C(C)C1CC=C(CO)CC1 (centres undefined)	2%	13%	-2
COC(=O)[C@@]1(Cc2ccc(OC)cc2)[C@H]2c3cc(C(=O)N(C)C)n(Cc4ccccc4)c3C[C@H]2CN1C(=O)c1ccccc1	-3%	24%	1
Cc1nc(N2CCOCC2)c2nc(-c3ccccc3)n(CC(C)(C)CN(C)C)c2n1	6%	-37%	1
CN(Cc1ccco1)c1ncnc2ccc(-c3ccccc3C(F)(F)F)cc12	-10%	40%	1
CC(=O)OC[C@@H]1O[C@H](CCO/N=C(\C)CCN2CCc3nc(-c4ccccc4)c(-c4ccccc4)cc3C2)C=C[C@@H]1OC(C)=O	5%[10 µM]	-9%[10 µM]	1
Cc1noc(C)c1C(=O)N1CCC[C@@]2(CCN(C(=O)Nc3cccc(C#N)c3)C2)C1	-1%	27%	-2
COc1cccc([C@H]2Oc3ccc(OC)cc3/C(=N\O[C@@H](C)c3cn([C@H](CO)Cc4ccccc4)nn3)[C@@H]2O)c1	1%&-3%[10 µM]	-2%&-6%[10 µM]	1&2
COc1ccc(C2=Nn3c(nnc3-c3ccc(OC)c(OC)c3)SC2)cc1	-1%	-1%	0
C[C@@H](C(=O)Nc1ccc2ccccc2c1)[C@H]1C[C@]1(C)[C@H](NC(=O)c1ccccc1)c1ccccc1	16%	?	-4
NC1(C(=O)O)CCC1	-2%	-3%	1
CC(=O)NC1C(O)O[C@H](C(=O)O)[C@@H](O)[C@@H]1O (some centres undefined)	12%	0%	1
COc1ccc(C(=O)N2CCC[C@@]3(CCN(Cc4ccccc4)C3)C2)cc1	-1%	1%	3
O=c1c(CCc2ccccc2)nc2cncnc2n1C1CC1	-13%	-7%	-1
COc1ccc(-c2nc3cnc(N(C)C)nc3n(-c3ccccc3)c2=O)cc1	11%	-17%	-1
CC(=O)Oc1cc2c(c(C)c1OC(C)=O)CC=C1[C@]3(C)CC[C@]4(C)CC[C@@](C)(C(=O)O)CC4[C@]3(C)CC[C@]12C (some centres undefined)	11µM*	?	2
CC(=O)N1CCC2(CC1)CCN(C(=O)Nc1cccc(F)c1)CC2	5%	-23%	0
C/C=C/c1ccc(OC)cc1	4%	0%	1
CCCCCCCC(=O)OCCOC(=O)CCCCCCC	-2%	-13%	6
N#CCCn1c(=O)c(-c2ccc(Cl)cc2)nc2cnc(OCc3ccccc3)nc21	5%	-12%	2
CCOC(=O)N/N=C1/C[C@@H](O)[C@@H](O)[C@@H]2[C@@H]3C(=O)N(c4cccc(Oc5ccccc5)c4)C(=O)[C@H]3CC[C@@H]12	-8%[10 µM]	2%[10 µM]	2
COC(=O)NC(c1cccc(F)c1)C(C(C)=O)C(=O)OC (centres undefined)	-7%[10 µM]	-5%[10 µM]	2
CCN(CC)CCCC(C)n1c(-c2ccccc2)nc2c(N3CCOCC3)nc(C)nc21 (centres undefined)	-7%	-15%	3
CCOC(=O)NCCOc1ccc(Oc2ccccc2)cc1	?	?	-2
CC1=C(C(N)=O)N2C(=O)[C@@H](NC(=O)Cc3ccccc3)C2SC1 (some centres undefined)	6%	14%	1
CCOC(=O)N/N=C1/C[C@@H](O)[C@@H](O)[C@@H]2[C@@H]3C(=O)N(C[C@@H]4CCCO4)C(=O)[C@H]3CC[C@@H]12	-6%[10 µM]	23%[10 µM]	1
COc1ccc(-c2nc3cnc(Oc4ccccc4)nc3n(C3CC3)c2=O)cc1	-4%	2%	1
CC1(C)CC[C@]2(C(=O)O)CC[C@@]3(C)C(=CCC4[C@@]5(C)CCC(O)C(C)(C)C5CC[C@@]43C)C2C1 (some centres undefined)	1%	13%	8
COc1ccc2c(c1)C(=O)[C@@H](OC(=O)NCCOc1ccccc1)[C@H](c1ccc(OC)c(Br)c1)O2	-1%	-26%	0
COc1ccc2c(c1OC)C(=O)OC2[C@H]1c2c(cc3c(c2OC)OCO3)CCN1C (some centres undefined)	-1%[17 µM]	-18%[16.9 µM]	0
C=CCN1CCN(c2nc3ccccc3nc2C#N)CC1	1%	-2%	0
COc1cccc(Nc2ncc3nc(-c4ccc(Cl)cc4)c(=O)n(C4CC4)c3n2)c1	-7%	13%	-2
COc1ccc(NC(=O)N2CC3(CCN(S(C)(=O)=O)CC3)C2)cc1	9%	16%	1
O=c1c(O)c(-c2ccc(O)c(O)c2)oc2c(OC[C@@H]3O[C@@H](O)[C@@H](O)[C@H](O)[C@H]3O)c(O)cc(O)c12	-9%	7%	7
COc1ccc(OCC2Cc3c(-c4ccccc4)nc4c(c3CO2)CN(CCOc2ccccc2)CC4)cc1 (centres undefined)	-3%[10 µM]	16%[10 µM]	0
COCOc1c2c(c(OCOC)c3c(OCOC)cccc13)/C(=N/NS(C)(=O)=O)C1=C2CCCC1	-4%	-29%	-9
CNC1=CN=C(c2ccccc2)c2cc(Cl)ccc2N1	-1%	-15%	5
COc1cccc(-c2cc(NCc3cccnc3)ncn2)c1	-1%	33%	2
CNc1nc(-c2ccoc2)nc2ccccc12	-8%	?	-1
CC1=CC2C(CC1=O)C(C)=CCC2C(C)C (centres undefined)	3%	-2%	3
COc1ccccc1CN1CCC2(CC1)CCN(C(=O)c1c(C)noc1C)CC2	-5%	-22%	0
COCCNC(=O)C1(CC(C)C)C=CCN1C(=O)OC (centres undefined)	28%	33%	2
O=C(Nc1ccccc1)N1CC[C@@]2(CCCN(C(=O)c3ccco3)C2)C1	-3%	-10%	1
C[C@H](O)[C@@H]1C(=O)N2C(C(=O)O)=C(SCCN=CN)C[C@@H]12	8%[17 µM]	4%[2.98 µM]	-1
O=C1OC(C2=CCCCC2)=NC12CC2	-2%[10 µM]	-12%[10 µM]	2
Cc1noc(C)c1C(=O)N1CCC[C@@]2(CCN(c3ncccn3)C2)C1	12%	-2%	1
CC(=O)OC[C@@H]1O[C@@H](O/N=C2/C[C@@H](O)[C@@H](O)[C@@H]3[C@@H]4C(=O)N(Cc5ccccc5)C(=O)[C@H]4CC[C@H]23)[C@H](OC(C)=O)[C@H](OC(C)=O)[C@@H]1OC(C)=O	0%[10 µM]	-5%[10 µM]	1
CS(=O)(=O)Nc1cccc(-c2nc(Nc3ccncc3)c3ccccc3n2)c1	6%	?	3
O=C(Oc1ccccc1)N1CCC2(CC1)CN(c1ccncc1)C2	2%	-20%	1
COC(=O)N1CCC2(CC1)CN(c1ccccc1)C2	7%	24%	-3
CCCCNC(=O)NS(=O)(=O)c1ccc(CO)cc1	-5%	-14%	-1
CN(C)[C@H]1C(=O)C(C(=O)NCN2CCCC2)=C(O)[C@]2(O)C(=O)C3=C(O)c4c(O)cccc4[C@@](C)(O)[C@H]3C[C@@H]12	1%[17 µM]	-19%[2.98 µM]	-36*
c1cc2c(cc1C1CCCCC1)c1c3n2CCN[C@H]3CCC1	?	?	0
CCCCCCCCCCC(C)=O	2%	8%	-1
COc1ccc(-c2nc3c(c4c2CC(C)OC4)CN(CCC(C)C)CC3)cc1 (centres undefined)	1%[10 µM]	4%[10 µM]	0
CO[C@@H]1COC(=O)C/C=C\[C@H](C)COC(=O)[C@H](Cc2ccccc2)NC(=O)C/C=C\[C@H]1C	5%[10 µM]	11%[10 µM]	3

Complete entries, looked up by structure:
C[C@H](O)[C@@H]1C(=O)N2C(C(=O)O)=C(SCCN=CN)C[C@@H]12 is listed with VP16 counter = 8%[17 µM]; RORg inh = 4%[2.98 µM]; FBPA coupling cs = -1
COc1ccc(-c2nc3c(c4c2CC(C)OC4)CN(CCC(C)C)CC3)cc1 (centres undefined) is listed with VP16 counter = 1%[10 µM]; RORg inh = 4%[10 µM]; FBPA coupling cs = 0
CNC1=CN=C(c2ccccc2)c2cc(Cl)ccc2N1 is listed with VP16 counter = -1%; RORg inh = -15%; FBPA coupling cs = 5

The list is partial; the hit share may differ from the screen's.
